PI4K2A inh = qHTS for small molecular inhibitors of PI4K2A | purified PI4K2A, ADP-Glo luminescence, 1 h; hits give low values | activity change, negative = inhibition, % at 76.9 µM | 420,000 compounds, 0.13% hits | Phosphatidylinositol 4-kinase type 2-alpha (Homo sapiens), Q9BTU6; in the data active means activity change below about -50%; inconclusive means mostly about -30% to -49%;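 further: -100% = wells without enzyme as full effect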
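In this quantitative HTS, ADP production by PI4K2A was quantified luminescently after 1 h at ambient temperature; 100 microM adenosine served as plate-quality control.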
BAZ2B block = qHTS Assay for Inhibitors of BAZ2B | AlphaScreen BAZ2B-H3K14Ac peptide displacement | Bromodomain adjacent to zinc finger domain protein 2B (Homo sapiens), Q9UIF8 | Potency, µM (top dose mostly 114 µM), for inactives: top-dose activity change, negative = inhibition, usual class: inhibitors | AID 504333, 2011 | 360,000 compounds, 4.4% hits; further: potency means the concentration at half of the fitted maximal effect; on the % scale 0 is the no-effect control and ±100 the full control effect; nearly all actives have a fitted effect of over 60% in size
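BAZ2B (50 nM) with biotin-H3(5-23)K14Ac peptide (50 nM) in PBS pH 7.4, 0.01% Tween-20, preformed 30 min, then compound 30 min at room temperature; top concentration 110uM. AlphaScreen streptavidin donor/nickel chelate acceptor beads (10 ug/mL final), 20 min dark, signal read.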
ERG-DNA inh = qHTS for Small Molecule Inhibitors of the ERG Ets/DNA interaction; Transcriptional regulator ERG (Homo sapiens), P11308; fluorescence polarization, His-ERG Ets domain / labelled DNA; Potency, µM (highest dose often 76.9 µM), for inactives: top-dose FP activity, negative = inhibition, most hits filed as inhibitors; 370,000 compounds, 0.028% hits; active means well fitted inhibition curve with a large enough effect in the polarisation, with a control signal flat; inconclusive means small, poorly fitted or top-dose-only effect, or effect the other way, or a change in a side signal; inactive means no such curve, though single readings can be large or run the other way; the % refers to the polarisation;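 further: polarization taken with two DNA probes labelled with fluorescein and Texas red; potency means the concentration at half of the fitted maximal effect; % of control where 0% means no effect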
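His-tagged ERG Ets domain (1 uM in the protein solution; 300mM KCl, 50mM Tris-HCl, 1mM EDTA, 1mM DTT, pH 7.5) received compound, then a probe mix of 5 nM fluorescein-DNA and 100nM Texas-615-DNA. Fluorescence polarization was read for both dyes.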
JMJD2A Tudor inh = qHTS Assay for Inhibitors of JMJD2A-Tudor Domain; Potency, µM (highest dose often 114 µM), for the others: top-dose activity change, negative = inhibition, actives largely listed as inhibitors; AID 504339, 2011; 390,000 compounds, 4.4% hits; Lysine-specific demethylase 4A (Homo sapiens), O75164; AlphaScreen JMJD2A-Tudor / H3K4me3 peptide binding; further: potency means the concentration at half of the fitted maximal effect; on the % scale 0 is the no-effect control and ±100 the full control effect; nearly all actives have a fitted effect of over 50% in size
PGK inhibitor = qHTS Assay to Find Inhibitors of Phosphoglycerate Kinase; Phosphoglycerate kinase, glycosomal (Trypanosoma brucei brucei), P07378; PGK/GAPDH coupled, Kinase-Glo luminescence, 60 min; Potency, µM (doses to about 57.5 µM), for the others: at the highest dose activity change, negative = inhibition, actives largely listed as inhibitors; 380,000 compounds, 0.043% hits; AID 602233, 2012; further: potency means the concentration at half of the fitted maximal effect; on the % scale 0 is the no-effect control and ±100 the full control effect; nearly all actives have a fitted effect of over 60% in size
Target sequence (P07378 whole entry, looked up): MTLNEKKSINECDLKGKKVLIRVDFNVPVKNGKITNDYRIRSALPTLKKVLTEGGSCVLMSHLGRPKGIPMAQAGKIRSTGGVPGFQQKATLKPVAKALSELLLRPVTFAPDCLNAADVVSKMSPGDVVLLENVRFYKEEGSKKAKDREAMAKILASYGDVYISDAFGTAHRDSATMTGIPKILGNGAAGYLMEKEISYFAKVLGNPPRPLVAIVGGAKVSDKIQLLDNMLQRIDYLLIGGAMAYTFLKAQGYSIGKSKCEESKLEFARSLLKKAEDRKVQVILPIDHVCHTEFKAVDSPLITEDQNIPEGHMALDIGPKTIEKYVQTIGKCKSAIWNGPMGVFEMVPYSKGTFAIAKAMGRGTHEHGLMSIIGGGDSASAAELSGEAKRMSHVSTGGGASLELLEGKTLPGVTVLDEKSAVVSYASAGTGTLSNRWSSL
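Luminescent ATP detection (Kinase-Glo Plus) follows a 60-minute room-temperature incubation, with wells lacking PGK as controls. Buffer: 100 mM TEA (pH 7.6), 5 mM MgCl2, 0.01% Tween-20. Coupling enzyme GAPDH (100 nM final) supplies unstable 1,3-BPG in-well.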
GLS inhibitor = qHTS for Inhibitors of Glutaminase (GLS) | Glutaminase kidney isoform, mitochondrial (Homo sapiens), O94925 | GLS enzymatic activity, qHTS titration | Potency, µM (top dose mostly 45.5 µM), inactives show at the top dose activity change, negative = inhibition, most hits filed as inhibitors | 410,000 compounds, 0.21% hits | AID 624170, 2012; further: potency means the concentration at half of the fitted maximal effect; on the % scale 0 is the no-effect control and ±100 the full control effect
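hKGA in 45 mM KH2PO4 (pH 8.2), 0.02% Tween-20 with compound, then 1mM L-Glutamine (stock as added) plus glutamate oxidase/HRP/Amplex red coupling mix. Fluorescence read initially and after 30 min at RT; signal change reflects glutamate formation.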
Pin1 inh = qHTS Assay to Find Inhibitors of Pin1. Peptidyl-prolyl cis-trans isomerase NIMA-interacting 1 (Homo sapiens), Q13526. Pin1 FP peptide displacement, HiFluor488, 10 min. Potency, µM (titrated, usually from 115 µM), for the others: at the highest dose activity, negative = inhibition, most hits filed as inhibitors. 390,000 compounds, 0.009% hits; active means well fitted inhibition curve with a large enough effect in the polarisation, with a control signal flat, not every such curve was filed as active; inconclusive means small, poorly fitted or top-dose-only effect, or effect the other way, or a change in a side signal; inactive means no such curve, though single readings can be large or run the other way; the % refers to the polarisation; further: potency means the concentration at half of the fitted maximal effect; on the % scale 0 is the no-effect control and ±100 the full control effect
Target sequence (Q13526 whole entry, looked up): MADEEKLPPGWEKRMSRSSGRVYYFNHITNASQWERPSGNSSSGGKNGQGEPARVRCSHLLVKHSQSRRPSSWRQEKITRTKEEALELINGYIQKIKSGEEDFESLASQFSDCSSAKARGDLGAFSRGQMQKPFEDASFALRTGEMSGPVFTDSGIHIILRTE
HP1b chromo inh = HTS for Inhibitors of HP1-beta Chromodomain Interactions with Methylated Histone Tails; AlphaScreen HP1-beta / biotin-H3K9me3 peptide binding; 390,000 compounds, 0.56% hits; Potency, µM (doses to about 114 µM), without a hit: top-dose activity change, negative = inhibition, hits mostly inhibitors; Chromobox protein homolog 1 (Homo sapiens), P83916; further: potency means the concentration at half of the fitted maximal effect; nearly all actives have a fitted effect of over 70% in size; inactives centre near 23
Target sequence (P83916 whole entry, looked up): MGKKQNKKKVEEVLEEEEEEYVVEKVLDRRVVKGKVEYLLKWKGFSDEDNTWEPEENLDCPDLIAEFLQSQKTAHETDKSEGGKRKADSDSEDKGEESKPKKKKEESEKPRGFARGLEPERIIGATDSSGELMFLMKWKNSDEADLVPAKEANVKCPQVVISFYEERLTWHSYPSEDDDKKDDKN
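AlphaScreen: HP1-beta (50 nM) preformed 30 min with biotin-H3(1-18)K9me3 peptide (50 nM) in PBS pH 7.4, 0.01% Tween-20. Compound added for 30 min at RT, then streptavidin donor/nickel chelate acceptor beads (10 ug/mL) for 30 min.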
G9a block = qHTS Assay for Inhibitors of Histone Lysine Methyltransferase G9a; Histone-lysine N-methyltransferase EHMT2 (Homo sapiens), Q96KQ7; G9a H3K9 monomethylation, AlphaScreen, 2 h; Potency, µM (highest dose often 102 µM), for the others: at the highest dose activity, negative = inhibition, usual class: inhibitors; 350,000 compounds, 8.8% hits; AID 504332, 2011; further: potency means the concentration at half of the fitted maximal effect; on the % scale 0 is the no-effect control and ±100 the full control effect; nearly all actives have a fitted effect of over 75% in size
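Step 1: enzyme (final 20 nM) with compound, 15 min RT. Step 2: substrate peptide 500 nM and SAM 20 uM, 2 h RT. Step 3: anti-H3K9me1 antibody and AlphaScreen beads, 10 min, then plate read.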
* = called active by the depositor; i = inactive; ? = inconclusive; · = not tested or not shown; [ ] = dose if it differs, or a comment. Unless noted, the call rests on the fitted dose curve; in most records, active means well fitted curve in the direction sought with a large enough effect; inconclusive means small, poorly fitted or top-dose-only effect, or another doubt; inactive means no such curve, though single readings can be large; an effect the other way counts as inactive or inconclusive.

PI4K2A inh	BAZ2B block	ERG-DNA inh	JMJD2A Tudor inh	PGK inhibitor	GLS inhibitor	Pin1 inh	HP1b chromo inh	G9a block	molecule
2	4%	2%	9%	2%	·	1%	29%	-4%	O=C1N(Nc2ccccc2)C(c2ccc(Br)cc2)C12CCCC2 (centres undefined)
0	-16%	-2%	-8%	-4%	-1%	-3%	29%[57 µM]	-26%[59 µM]	CC(=O)Nc1nnc(SCc2cc(=O)c3cccc(C)c3[nH]2)s1
-4	·	·	-6%	i	1%	0%	16%	·	CCSc1nc(COC(=O)NC)c(COC(=O)NC)n1C
-8	-16%	-20%	-8%	-8%	-1%	?	8%	-32%	Cc1ccc(NC(=O)CS(=O)CC(=O)NCC2OCCc3ccccc32)c(C)c1 (centres undefined)
2	3%	-8%	-13%	i	1%	2%	43%	?	COc1ccc(C2=Nn3c(nnc3-c3cccnc3)SC2)cc1OC
0	-4%	·	-20%	-6%	0%	-1%	2%	16%	O=C(OCC(=O)N1CCN(C(=O)c2ccco2)CC1)c1ccccc1C(=O)c1ccc(Cl)cc1
0	1%	3%	-18%	i	1%	1%	20%	5%[59 µM]	Cc1ccc(C(=O)C(OC(=O)c2cnccn2)c2ccccc2)cc1C (centres undefined)
1	-7%	8%	-3%	7%	0%	3%	40%	11%[12.7 µM]	CC(Sc1nnc(-c2ccco2)n1N)C(=O)NCC1CCCO1 (centres undefined)
-12	40µM*	3%	50µM*	?	11µM*	?	?	?	COc1cc(CC2COC(c3ccc(O)c(OC)c3)C2COC(C)=O)ccc1O (centres undefined)
-1	-29%	·	-5%	-2%[11.5 µM]	-5%	1%	24%	-42%[59 µM]	COc1ccc(N2CC(O)=C(c3nc(C)cs3)C2=N)cc1
0	8%	-1%	-21%	8%	-1%	-14%	17%	-39%[12.7 µM]	Cc1cc(C)nc(NC2=NCC(=O)N2c2cc(Cl)cc(Cl)c2)n1
-2	?	3%	-22%	0%	12%	-6%	8%	-1%[0.501 µM]	CCCNCCC(c1ccco1)c1ccccc1OC (centres undefined)
-1	-5%	6%	-18%	-6%	4%	1%	15%	-2%	Cc1cc(C)cc(NC(=O)C(=O)NCCCN2CCCC2=O)c1
-2	2%	0%	-4%	1%	-1%	1%	28%	4%[59 µM]	COc1ccc(C(=O)CSc2nc3cc(C(=O)NC4CCCC4)ccc3c(=O)n2CC2CCCO2)cc1 (centres undefined)
2	-35%	-11%	-28%	-2%	2%	6%	17%	10%[59 µM]	COc1ccc(/C=C/c2nc(-c3ccccc3O)n[nH]2)cc1OC
46	12%	-8%	-3%	6%	10%	3%	17%	?	COC(=O)c1ccc(CSc2nc(N)cc(N)n2)cc1
-1	9%	6%	-1%	-2%	-8%	-1%	36%[activator]	-5%[12.7 µM]	CCc1ccc(C(=O)NCc2cccs2)s1
-16	5%	3%	-20%	-10%	2%	-1%	12%	4%	COc1ccc(NC(=O)/C(C#N)=C\c2cc(C)n(-c3ccc(Oc4ccc([N+](=O)[O-])cn4)cc3)c2C)cc1
-4	-1%	-2%	-8%	·	1%	1%	35%	-29%[59 µM]	COc1ccc2oc(=O)c(C(=O)Nc3ccc(C(=O)O)cc3)cc2c1
-30	5%	-9%	?	-22%	0%	-5%	32%	9%[59 µM]	Fc1ccc(-n2nnc(-c3nccs3)n2)cc1
-1	-28%	-9%	-11%	-1%	2%	-3%	27%	?	CN(C)c1c(F)cc(C(=O)NC(=O)NCc2cccnc2)cc1F
3	-7%	-5%	-30%	-1%	-3%	10%	6%	19%	COc1ccccc1NC(=O)CSc1nnc(C2CCCCC2)n1N
0	-6%	2%	-7%	1%	-2%	-1%	24%	15%[59 µM]	COC(=O)c1ccc(NC(=O)C(OC)c2ccccc2)cc1 (centres undefined)
-1	·	2%	-3%	9%	7%	-1%	27%	·	Cn1c(SCC(=O)Nc2cccnc2Cl)nc2ccccc21

Quoted at random: 3 records from the list.
PI4K2A inh	BAZ2B block	ERG-DNA inh	JMJD2A Tudor inh	PGK inhibitor	GLS inhibitor	Pin1 inh	HP1b chromo inh	G9a block	molecule
0	-4%	·	-20%	-6%	0%	-1%	2%	16%	O=C(OCC(=O)N1CCN(C(=O)c2ccco2)CC1)c1ccccc1C(=O)c1ccc(Cl)cc1
-1	·	2%	-3%	9%	7%	-1%	27%	·	Cn1c(SCC(=O)Nc2cccnc2Cl)nc2ccccc21
-1	-28%	-9%	-11%	-1%	2%	-3%	27%	?	CN(C)c1c(F)cc(C(=O)NC(=O)NCc2cccnc2)cc1F

Sorted by the number under BAZ2B block (low to high): three from the list above
PI4K2A inh	BAZ2B block	ERG-DNA inh	JMJD2A Tudor inh	PGK inhibitor	GLS inhibitor	Pin1 inh	HP1b chromo inh	G9a block	molecule
0	-6%	2%	-7%	1%	-2%	-1%	24%	15%[59 µM]	COC(=O)c1ccc(NC(=O)C(OC)c2ccccc2)cc1 (centres undefined)
-4	-1%	-2%	-8%	·	1%	1%	35%	-29%[59 µM]	COc1ccc2oc(=O)c(C(=O)Nc3ccc(C(=O)O)cc3)cc2c1
-30	5%	-9%	?	-22%	0%	-5%	32%	9%[59 µM]	Fc1ccc(-n2nnc(-c3nccs3)n2)cc1

The list continues.
PI4K2A inh	BAZ2B block	ERG-DNA inh	JMJD2A Tudor inh	PGK inhibitor	GLS inhibitor	Pin1 inh	HP1b chromo inh	G9a block	molecule
-1	-3%	·	-24%	1%[11.5 µM]	1%	9%	13%	·	CCOC(=O)Cc1cc(OC)c(OC)cc1Cc1cc(OC)c(OC)cc1CC(=O)OCC
-9	-2%	-4%	-12%	6%	8%	-10%	24%	5%	O=C(COc1ccc(Cl)cc1)N1CCN(c2ncccn2)CC1
-1	4%	3%	-13%	i	-9%	-5%	?	-5%[59 µM]	CCOCCCN(C(=O)c1snc(C(N)=O)c1N)C(C(=O)NC1CCCC1)c1ccc(O)cc1 (centres undefined)
0	-1%	2%	?	i	0%	5%	?	?	COc1ccccc1-c1nc(C#N)c(N2CCC(Cc3ccccc3)CC2)o1
-1	-36%	-9%	79µM*	-8%	0%	35%[activator]	?	1µM*	CCN(CC)c1ccc(NC(=O)c2ccccc2)cc1S(=O)(=O)Nc1ccccc1OC
1	-10%	-3%	-4%	-1%	-2%	6%	20%	·	Cc1ccc(NC(=O)C2CC(=O)N(C(C)C)C2)cc1Cl (centres undefined)
5	-20%	1%	-11%	-10%	-11%	1%	37%	-15%	CC1CC(=O)N(CC(=O)Nc2ccc(Br)cc2)c2ccccc2S1(=O)=O (centres undefined)
3	-5%	3%	-10%	-1%	5%	-2%	15%	8%[59 µM]	CCOc1ccc(NC(=O)Cn2c(=O)oc3ccccc32)cc1
4	-3%	6%	-9%	6%	?	7%	3%	·	COc1cc(OC)cc(/C(N)=N/O)c1
-1	0%	5%	-10%	-9%	3%	-1%	71%[activator]	·	COc1cccc(C(C)NC(=O)c2ccncc2)c1 (centres undefined)
-3	-15%	10%	-17%	-5%	-6%	-3%	22%	-6%[12.7 µM]	Cc1ccccc1OCC(=O)NNC(=O)c1cc(S(=O)(=O)N(C)C)ccc1N1CCCC1
3	-3%	-3%	6%	-5%	2%	-3%	42%[activator]	·	CN(CC(=O)Nc1cccnc1Cl)S(=O)(=O)c1ccc(Cl)cc1
-8	-1%	-1%	-8%	-5%	-2%	-3%	7%	?	COc1ccccc1N1C(=O)C2C3CC(c4ccccc4)C(C3)C2C1=O (centres undefined)
-2	3%	-2%	-18%	-6%	-1%	-7%	11%	-3%	Cc1cc(C)cc(N(CCC#N)C(=O)COC(=O)c2ccc(OCc3c(C)noc3C)cc2)c1
0	?	-1%	-27%	·	9%	-6%	42%[activator]	?	CCCCN1C(=O)C(O)=C(C(C)=O)C1c1ccccc1[N+](=O)[O-] (centres undefined)
1	1%	8%	-36%	-1%	-6%	-6%	4%	21%	CCOc1ccc(-c2noc(CCC(=O)NC3CCCC3)n2)cc1OC

From PubChem BioAssay
